HCMV inh = inhibitors of human cytomegalovirus; AID 1259415; activity change, negative = inhibition, % at 57.5 µM; HFF cells, HCMV-luciferase reporter, 72 h; active compounds read low; 410,000 tested, 4.5% active; in the data active = activity change below about -60%; inconclusive = no clear call, values can overlap the other calls; inactive = above about -39%
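Steps: HFFs plated, 16 h 37C; compounds added; HCMV-luciferase added to MOI 1 PFU/cell; 72 h 37C; OneGlo reagent, 5 min room temperature; luminescence read, normalized to controls.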
HCV inh = inhibitors of hepatitis C virus infection; Huh7.5.1 HCVcc-Cre infection, luciferase reporter, 44 h; Potency, µM (titrated, usually from 41.8 µM), inactives show top-dose activity change, negative = inhibition, usual class: inhibitors; 340,000 tested, 3.4% active; also: potency is read from the fitted curve at half-maximal effect
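Compounds are dispensed onto cells plated 4 h earlier at 1,000 per well, with HCVcc-Cre virus (about 0.5 moi) added next. Following 44 h of culture, luminescent signal is measured for 15 sec after 15 min with substrate at room temperature.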
FBPA Giardia inh = Giardia lamblia aldolase inhibition; A8B2U2; AID 2451; 290,000 tested, 0.71% active; purified Giardia FBPA; Potency, µM (top dose mostly 59.6 µM), without a hit: at the highest dose activity, negative = inhibition, hits mostly inhibitors; also: potency is read from the fitted curve at half-maximal effect; nearly all actives have a fitted effect of over 55% in size
Target sequence (A8B2U2 whole entry, looked up): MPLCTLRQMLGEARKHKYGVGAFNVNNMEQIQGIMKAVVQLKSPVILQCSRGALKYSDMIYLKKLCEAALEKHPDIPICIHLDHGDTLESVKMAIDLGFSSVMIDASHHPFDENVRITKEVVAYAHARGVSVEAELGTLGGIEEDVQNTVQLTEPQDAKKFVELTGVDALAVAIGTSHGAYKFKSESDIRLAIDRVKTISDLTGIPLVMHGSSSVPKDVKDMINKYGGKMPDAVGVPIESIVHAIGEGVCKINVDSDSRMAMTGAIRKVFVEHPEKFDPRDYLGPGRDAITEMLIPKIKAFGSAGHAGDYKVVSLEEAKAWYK
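Giardia FBPA (40 nM reagent) was preincubated 10 min at RT with compound (up to 57.5 uM final), then substrate plus GAPDH/TPI/NAD/arsenate coupling system with diaphorase/resazurin was added; resorufin fluorescence (525/598 nm) was read after 20 min.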
AmpC detergent = AmpC beta-lactamase inhibition with detergent present; AmpC hydrolysis of nitrocefin, absorbance 480 nm, 0.01% Triton; AID 485294; P00811; 370,000 tested, 0.041% active; Potency, µM (highest dose often 114 µM), without a hit: top-dose activity change, negative = inhibition, most hits filed as inhibitors;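 also: potency is read from the fitted curve at half-maximal effect; 0% = no-compound wells and -100% = no-enzyme wells; nearly all actives have a fitted effect of over 25% in size; some results filed as inactive show a strong effect at the top dose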
Target sequence (P00811 whole entry, looked up): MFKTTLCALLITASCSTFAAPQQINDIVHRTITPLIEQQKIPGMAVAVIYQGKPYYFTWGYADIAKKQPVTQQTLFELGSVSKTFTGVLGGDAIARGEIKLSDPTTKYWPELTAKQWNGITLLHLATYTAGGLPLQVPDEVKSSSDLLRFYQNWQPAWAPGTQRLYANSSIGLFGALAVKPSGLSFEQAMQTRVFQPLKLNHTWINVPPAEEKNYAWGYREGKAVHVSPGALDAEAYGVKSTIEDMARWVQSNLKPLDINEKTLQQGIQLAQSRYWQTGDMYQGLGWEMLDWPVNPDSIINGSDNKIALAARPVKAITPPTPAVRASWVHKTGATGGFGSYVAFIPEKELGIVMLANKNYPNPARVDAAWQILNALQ
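AmpC (5.3 nM in the dispensed reagent) in 20 mM phosphate pH 7.0 with 0.01% (detergent screen) or 0.0001% Triton X-100 was preincubated with compounds for 15 min at room temperature. Nitrocefin was then added from an 800 uM solution, and hydrolysis was followed at 480 nm.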
Sm TGR inh = S. mansoni TGR enzyme inhibition; purified TGR, DTNB reduction, TNB absorbance 405 nm; Potency, µM (top dose mostly 114 µM), without a hit: at the top dose activity change, negative = inhibition, usual class: inhibitors; 360,000 tested, 3% active; also: potency is read from the fitted curve at half-maximal effect; nearly all actives have a fitted effect of over 60% in size
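First, TGR (20 nM dispensed) and NADPH were mixed with compound. Second, a 15 min room-temperature incubation followed. Third, further NADPH and then DTNB were added to start the reaction. Finally, TNB absorbance was monitored kinetically.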
AMA1-RON2 inh = inhibitors of Plasmodium falciparum AMA1-RON2 interaction. AlphaScreen AMA1-biotinylated RON2 peptide binding. Potency, µM (doses to about 58.2 µM), for inactives: top-dose activity change, negative = inhibition, usual class: inhibitors. 360,000 tested, 0.2% active. AID 720542;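 also: potency is read from the fitted curve at half-maximal effect; 0% = vehicle wells and -100% = peptide control; nearly all actives have a fitted effect of over 45% in size; some results filed as inactive show a strong effect at the top dose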
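AMA1 (3D7) with his tag at 25 nM final met compounds first, then biotinylated RON2 peptide at 25 nM; detection used donor plus acceptor beads, 10 µg/mL apiece, read by AlphaScreen after 30 min at room temperature.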
* = called active by the depositor; ? = inconclusive; / = no result given; [ ] = dose if it differs, or a comment. Unless noted, calls follow the shape of the dose curve; as a rule, active = well fitted curve in the direction sought with a large enough effect; inconclusive = small, poorly fitted or top-dose-only effect, or another doubt; inactive = no such curve, though single readings can be large; an effect the other way counts as inactive or inconclusive. Unless noted, % is scaled to controls: 0 for no effect and ±100 for the full control effect.

Screens in order: AmpC detergent, Sm TGR inh, HCV inh, FBPA Giardia inh, HCMV inh, AMA1-RON2 inh
- O=C(C/C=N\OCc1ccc([N+](=O)[O-])cc1)Nc1ccc(F)cc1F
    -9%, -2%, -14%, 2%, -33, 9%
- COc1ccc(/C=N/NC(N)=S)cc1OC(=O)c1cccc2ccccc12
    0%, 11%, ?, -1%, 40, 6%
- CCCCNC(=O)CSc1nc2cc3c(cc2c(=O)n1CCCC(=O)NCc1ccc2c(c1)OCO2)OCO3
    -6%, -2%, /, /, -13, /
- Cc1cccc(C(=O)Nc2ccc3ccccc3c2)c1
    3%, 10%, ?, 6%, -102*, -8%
- CCN(CC(=O)NCc1cccs1)c1nnnn1-c1ccccc1
    ?, 2%, ?, -1%, -8, -3%
- NCCSc1c(-c2ccc(Cl)cc2)[nH]c2ccccc12
    1%, 3%, ?, 1%, -35, 16%
- CCOC(=O)c1ccc(NC(=S)N2CCN(CCO)CC2)cc1
    5%, -1%, 1%, -10%, 38, 8%
- OC(CCCC(O)c1ccccc1)c1ccccc1 (centres undefined)
    /, /, 11%, /, -11, 13%
- O=C1N=C(N2CCCC2)S/C1=C\c1cccc(Br)c1
    0%, 1%, ?, 4%, -40, -5%
- CCN(CC)S(=O)(=O)c1ccc(/C=C/C(=O)OCC(=O)Nc2cccc3ccccc23)cc1
    -8%, 5%, 25%, 3%, -1, -7%
- COc1ccc(/C=C2\Oc3cc(OCC(=O)N4CCC[C@H]4C(=O)O)ccc3C2=O)c(OC)c1OC
    -2%, -23%, 3%, -15%, 7, -12%
- OCCCc1nc2n(n1)C(c1cccc(Cl)c1)C=C(c1ccccc1)N2 (centres undefined)
    -4%, -14%, /, /, -12, /
- C=CCN1c2ccccc2[C@]23C[C@@H](C(=O)OC)N(C(=O)c4cc(C)oc4C)C2=NC(C(=O)OC)=C(C(=O)OC)[C@H]13
    -7%, -20%, ?, 1%[12.9 µM], /, -24%
- C=CC[C@H]1C=C[C@@H](C(C(=O)OC)C(=O)OC)CN1C(C)=O
    /, /, 7%, /, -4, 8%
- Nc1c(C(=O)c2ccccc2)oc2ccc([N+](=O)[O-])cc12
    4%, 1%, 12%, 5%, -17, -6%
- CC1=NCCc2c1[nH]c1cc(O)ccc21
    ?, -15%, -15%, -15%, 6, ?
- CC(C)NC(=O)CN(CCc1ccccc1)S(C)(=O)=O
    -2%, 5%, -6%, 7%, 12, -1%
- Cc1ccc(-c2nnc(-c3ccc(NC(=O)Cc4cccs4)cc3)o2)cc1
    1%, 11%, ?, 2%, -85*, 10%
- Cc1cc(OCc2cc(C(=O)N(C)CCOc3ccccc3)no2)cc(C)c1Cl
    -7%, 12%, ?, 2%, -3, 34%[activator]
- COc1ccc(/C=C/C(=O)Oc2cccc(/C=N/NC(=O)Cc3ccc(Br)cc3)c2)cc1
    4%, -6%, -13%, -1%, -33, 44%[activator]
- CCOc1ccc(S(=O)(=O)N2CCC(C(=O)N3CCN(C)CC3)CC2)cc1Cl
    -1%, 0%, -20%, -4%, -8, -4%
- O=C(NCc1ccc2c(c1)OCO2)C1CCCN1C(=O)Nc1ccc(Cl)cc1 (centres undefined)
    -2%, -15%, 3%, -3%, -4, 6%
- O=C(NC(=S)NNC(=O)c1cccs1)c1ccco1
    -14%, -15%, ?, -8%, 59, 67%[activator]
- CCOC(=O)c1ccc(NC(=O)CSc2nnc(NC(=O)c3ccc(S(=O)(=O)N4CCOCC4)cc3)s2)cc1
    0%, -6%, 29%, 12%, 29, -12%
- CCOc1ccc(/C=C/C(=O)Nc2ccc(N3CCOCC3)cc2)cc1
    -4%, 3%, -5%, 6%, -1, -2%
- CN(C)c1nc(N)c(C#N)c(C#N)c1C#N
    /, /, 12%, /, -20, 21%
- COC(=O)c1sccc1NC(=O)Cn1nnc(-c2ccc(C)cc2)n1
    ?, 0%, -19%, 6%, -18, 12%
- CN(C(=O)CCNC(=O)Cn1ccc2ccccc2c1=O)c1ccc(Br)cc1
    -5%, -5%, 16%, -6%, 9, -6%
- Cc1ccc(OCc2cc(=O)n3c4c(sc3n2)CCCC4)cc1C
    1%, 3%, /, /, 3, /
- COc1ccc(-c2nnc(SCC(=O)N/N=C/c3ccccc3C(=O)O)n2-c2ccccc2)cc1
    -1%, -2%, 9%, 17%, -7, 49%[activator]
- C[C@H](CO)N1C[C@H](C)[C@@H](CN(C)S(C)(=O)=O)Oc2ccc(NC(=O)Nc3ccc4c(c3)OCO4)cc2C1=O
    /, /, 1%, /, 6, 13%
- CSc1ccccc1C(=O)Nc1ccc(C)c(C)c1
    -13%, -26%, -25%, -16%, -25, 1%
- Cc1ccccc1NS(=O)(=O)c1ccc2c3c(cccc13)C(=O)N2C
    ?, -20%, -20%, 5%, 70, 42%[activator]
- CC1(C(=O)OCC(=O)NCCNC(=O)COC(=O)C2(C)CC2(Cl)Cl)CC1(Cl)Cl (centres undefined)
    -9%, 10%, ?, /, 0, -4%
- NS(=O)(=O)c1ccc(NC(=S)Nc2ccc(Br)c(Cl)c2)cc1
    -6%, -19%, -8%, -24%, -21, 74%[activator]
- CCOC(=O)C1(C(=O)OCC)NC(=O)CC1CC (centres undefined)
    /, /, 10%, /, -20, 4%
- CC1CN(C(=O)CCC(=O)NCCc2ccccc2)c2ccccc2O1 (centres undefined)
    -13%, -17%, 1%, -8%, -19, -6%
- O=c1[nH]c(=O)n(Cc2ccccc2)c(O)c1C=NCCCO
    4%, ?, 10%, 5%, 3, -9%
- CC(=O)C1C(=O)c2c(cccc2[N+](=O)[O-])C1=Nc1ccc(S(N)(=O)=O)cc1 (centres undefined)
    0%, ?, 3%, -16%, -10, -2%
- COC(=O)c1ccc(N2C(=O)CC(N3CCOCC3)C2=O)cc1 (centres undefined)
    ?, ?, 2%, -2%, 19, 8%
- CCc1ccc(NC(=O)CCc2nnc3ccc(N4CCC5(CC4)OCCO5)nn23)cc1
    -2%, 5%, -1%, 3%, -37, -4%
- COc1cc(/C=N/NC(=S)Nc2cccc(S(=O)(=O)N(C)C)c2)cc(OC)c1O
    ?, -21%, -9%, -16%, 0, 12%
- COc1ccc(CCNC(=O)CCCCn2c(=O)c3ccccc3n(Cc3ccccc3)c2=O)cc1OC
    22%, 7%, /, /, -9, /
- CC1=CC(C)C(/C=N/N=C(N)N)C(C)C1 (centres undefined)
    1%, -6%, ?, 2%, -8, 6%
- Cc1ccc(S(=O)(=O)N(C)CCCC(=O)NC(C)(C)C)cc1
    -1%, /, 10%, 6%, -30, 13%
- CC1CN(C)C(C)CC1NCc1ccc2c(c1)OCO2 (centres undefined)
    ?, -27%, ?, -3%, 11, 5%
- Cc1ccccc1N=Nc1c(C)[nH]n(-c2ccccc2)c1=O
    10%, 13%, 18%, 0%, /, -19%
- Cc1ccccc1N1C(=O)CC(N2CCN(C(=O)c3ccco3)CC2)C1=O (centres undefined)
    7%, -20%, 15%, /, 24, -9%
- Cc1cc(C)cc(C(=O)Nc2ccc(NC(=O)c3cccs3)cc2)c1
    -8%, -10%, ?, -6%, /, 0%
- CC1CCN(S(=O)(=O)c2ccc(S(=O)(=O)NCc3cccnc3)cc2)CC1
    4%, /, 12%, -1%, -18, 10%
- CSc1nnc(C)c(/C=C/Nc2ccc(F)cc2F)n1
    -14%, 0%, -30%, -8%, -31, -5%
- CN1CCN(c2nc(-c3ccccc3)ncc2S(=O)(=O)c2ccccc2)CC1
    -4%, /, 11%, 6%, 5, -21%
- O=C(C[C@H]1C/C=C\C[C@H](NC(=O)OCC2c3ccccc3-c3ccccc32)C(=O)OC[C@H](Cc2ccccc2)NC1=O)N[C@H](CO)Cc1ccccc1
    /, /, ?, /, ?, 8%
- c1ccc(C2=Nn3c(nnc3-c3n[nH]c4c3CCC4)SC2)cc1
    -12%, 0%[11.4 µM], ?, -27%, 190, 8%
- CCn1c(SCC(=O)Nc2nc(C)cs2)nnc1-c1ccco1
    ?, -35%, 16%, -11%, -4, -1%
- Cc1ccc(NC(=O)CN2C(=O)CCSc3ccccc32)c(C)c1
    -15%, 2%, /, /, 9, /
- Cc1ccc(/C=C/C(=O)N2CCC(Cc3ccccc3)CC2)cc1
    -13%, -12%, 4%, 5%, -9, 3%
- CCOC(=O)C1=C(c2ccccc2)Nc2ncnn2C1c1ccc(O)cc1 (centres undefined)
    5%, 3%, 6%, -10%, -5, -16%
- Cc1ccc2nc(SCC(=O)NCC3CCCO3)c(C#N)cc2c1 (centres undefined)
    -7%, -27%, 3%, -2%, -26, 1%
- O=C(c1ccco1)N1CCN(S(=O)(=O)c2cccc(C(F)(F)F)c2)CC1
    -12%, 0%, 13%, 0%, -20, -12%

New compounds follow
Screens in order: AmpC detergent, Sm TGR inh, HCV inh, FBPA Giardia inh, HCMV inh, AMA1-RON2 inh
- O=C(COC(=O)Cc1ccc(Cl)cc1Cl)Nc1ccccc1OC(F)F
    1%, 0%, 15%, 2%, 29, 17%
- O=C(NCCCN1CCOCC1)c1cc(C(=O)C2CCCCC2)c[nH]1
    -11%, -2%, 20%, 6%, -8, -17%
- CCOc1cc(/C=N\NC(=O)c2ccc(NC(=O)C(C)(C)C)cc2)ccc1OC(=O)c1ccc(C)cc1
    ?, 2%, 22%, -6%, -5, 0%
- Cc1ccc(C(=O)NC2CCN(S(=O)(=O)c3ccc(C)cc3)CC2)cc1
    1%, 9%, 27%, 3%, -25, -3%
- O=[N+]([O-])c1ccn(-c2nc(-c3cccs3)cc(C(F)(F)F)n2)n1
    ?, -17%, ?, 0%, ?, -5%
- CCOc1ccc(NC(=O)c2c(NC(=O)c3ccco3)sc3c2CCC(C(C)(C)C)C3)cc1 (centres undefined)
    5%, 0%, /, /, -8, /
- CCOCCCN(C(=O)Cn1nnc(-c2ccc(OC)c(OC)c2)n1)C(CC)C(=O)NC1CCCC1 (centres undefined)
    -8%, 8%, 10%, 5%, -17, -13%
- CC1=NN(C(N)=S)C(=O)C1N=Nc1c(Br)cc(Br)cc1Br (centres undefined)
    -21%, -1%, 10%, ?, -4, 63%[activator]
- CCOc1ccc(C(=O)NCc2nc3cccnc3n2Cc2ccc(F)cc2)cc1OCC
    4%, 14%, /, /, 9, /
- O=C1Nc2cc(Cl)c(Cl)cc2N(O)N1c1ccc(Cl)c(Cl)c1
    0%, -19%, -5%, -7%, ?, -1%
- CCCCN(C)CCNC(=O)C1CCN(c2nc3ccc(CC)cc3s2)CC1
    0%, 0%, /, /, -98*, /
- O=C(NCC(=O)N(CC1CCCO1)C1(C(=O)NC2CCCC2)CCCCC1)c1ccccc1 (centres undefined)
    -3%, 8%, 16%, 10%, 28, -4%
- N#CCCn1cc(/C=N/O)c(-c2ccc(-c3ccccc3)cc2)n1
    ?, 13%, -16%, 1%, -18, 5%

Not a hit list; overall some 9.3% were active at least once.
